TWEAK Fn14 block – inhibitors of TWEAK-Fn14 signaling, primary screen, luciferase reporter cells, uHTS; AID 1159606, 2016; actives 2% (n = 360,000); inhibition, % at 10 µM; TWEAK-stimulated Fn14 reporter cells, luciferase luminescence, 8 h; in the data active means inhibition above about 50%
TROY signal inh – inhibitors of TROY-driven NF-kB signaling, primary screen, Q293 LMP1-TROYcd cells, NF-kB luciferase, uHTS; inhibition, % at 10 µM; actives 0.98% (n = 360,000); Q293 LMP1-TROYcd NF-kB luciferase reporter, 4 h;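 active means compounds whose plate-normalised and pattern-corrected inhibition of the luciferase reporter signal at the single screening dose is 50% or more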
NR2E3 ag-1 – NR2E3 agonists in two-hybrid cells, primary screen, cell-based, luminescence, CHO-S, Gal4-NCOR/VP16-NR2E3. actives 0.35% (n = 360,000). Photoreceptor-specific nuclear receptor (Homo sapiens), Q9Y5X4. inhibition of corepressor binding, % at 3.98 µM. luciferase. AID 602229, 2012;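 active means inhibition above the mean of all tested compounds plus 3 SD, cut at about 70% in these data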;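 further: 0% = DMSO with NR2E3 transfected cells and 100% = cells lacking NR2E3 construct; higher means lower luciferase signal from less NR2E3 corepressor binding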
Target sequence (Q9Y5X4 whole entry, looked up, the tested form may be a part): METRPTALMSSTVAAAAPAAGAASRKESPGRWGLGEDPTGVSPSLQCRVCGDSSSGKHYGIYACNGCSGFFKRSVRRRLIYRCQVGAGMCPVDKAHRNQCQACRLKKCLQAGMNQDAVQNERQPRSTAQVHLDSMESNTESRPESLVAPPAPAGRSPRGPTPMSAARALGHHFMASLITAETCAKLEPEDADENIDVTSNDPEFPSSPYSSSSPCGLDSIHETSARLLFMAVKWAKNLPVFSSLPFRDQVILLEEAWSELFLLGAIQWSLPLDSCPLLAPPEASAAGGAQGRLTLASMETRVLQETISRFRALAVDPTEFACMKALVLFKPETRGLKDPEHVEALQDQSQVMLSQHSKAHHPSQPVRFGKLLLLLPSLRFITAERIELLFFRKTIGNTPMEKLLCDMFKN
KKLEB tox – cytotoxicity in KKLEB CF airway cells, primary screen, cytotoxicity control for CF NF-kB inhibitor project, cell-based, uHTS, fluorescence assay plates. KKLEB CF airway cells viability, ATPlite luminescence, overnight; active compounds read low; cells stimulated with P. aeruginosa culture filtrate. activity change (cytotoxicity), % at 5 µM. AID 602141, 2011. actives 0.36% (n = 360,000);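 active means corrected activity change at or below -50% at 5 µM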
Peg3 prom inh – Peg3 promoter-driven luciferase inhibitors, primary screen, cell-based, HeLa, luciferase luminescence. actives 1.7% (n = 360,000). HeLa PEG-Prom luciferase reporter, overnight. AID 588405, 2011. inhibition, % at 20 µM;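 active means inhibition of at least 50% at 20 µM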
NR2E3 ag-2 – inhibitors of NR2E3-RetCOR corepressor binding, primary screen, NR2E3 agonist project, biochemical, TR-FRET, GST-NR2E3, biotin-RetCOR; inhibition of corepressor binding, % at 4.78 µM; AID 2300, 2010; actives 0.12% (n = 320,000); 1536-well;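 active means percent inhibition above the cutoff of mean plus 3 SD of all tested compounds, set per screening campaign, cut at about 20% in these data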;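 further: 0% = DMSO wells and 100% = biotin wells as full block of FRET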
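Format: 1536-well format; test system: GST-NR2E3 and biotin-RetCOR proteins; read-out basis: percent inhibition of TR-FRET ratio; timing: 5 h incubation at 4 °C; detection: time-resolved FRET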
TRPM1 prom inh – inhibitors of MITF-dependent TRPM1 promoter reporter, primary screen, cell-based, SK-MEL-5, single point, luciferase | SK-MEL-5 TRPM1 promoter luciferase, 24 h | actives 0.83% (n = 330,000) | inhibition, % at 12.5 µM;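 active means mean inhibition across replicates of 60% or more, whatever share of single replicates reaches that level; inconclusive means some that reach 60%, reason not given; inactive means mean inhibition across replicates below 60%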; further: values of inactives mirror those of a sister screen read the other way
TRAIL sens C8 – viability loss with TRAIL in NB7+C8 cells, primary screen, TRAIL sensitizer project, cell-based, ATPlite luminescence. inhibition (viability loss, TRAIL sensitization), % at 10 µM. actives 1% (n = 360,000);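 active means compounds causing at least 50% loss of cell viability in the single-dose screen, relative to plate controls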
Shn3 3UTR inh – reduction of Shn3 3'UTR firefly luciferase signal, primary screen, Schnurri-3 inhibitor project, cell-based, Clone20 osteoblasts, set 2; Clone20 osteoblast Shn3 3'UTR firefly luciferase, 24 h; inhibition, % at 12.5 µM; actives 0.52% (n = 360,000);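 active means mean inhibition of at least 75% with every replicate also reaching 75%; inconclusive means mean inhibition at least 75% but some replicate below; inactive means mean inhibition below 75%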;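 further: 0% = median of neutral control wells and 100% = pilot-screen positive control compound; some compounds past the cut are filed as inactive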
CF NFkB inh – inhibitors of PAF-induced NF-kB signaling, primary screen, cell-based, GFP fluorescence, uHTS. KKLEB NF-kB-GFP reporter, GFP fluorescence overnight. actives 0.86% (n = 360,000). inhibition, % at 5 µM;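 active means at least 50% inhibition at 5 µM, scaled per plate between neutral and stimulator controls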;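 further: PAF is a Pseudomonas aeruginosa culture filtrate used as stimulus; plate controls were PAF-stimulated DMSO wells for no effect and unstimulated DMSO wells for full effect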
HIF-2a block – HIF-2a reporter inhibitors, primary screen, luminescence, 786-0 RCC cells; 786-0 RCC cells HIF-2a reporter, luciferase luminescence, overnight; actives 0.72% (n = 360,000); AID 624352, 2012; inhibition, % at 18.8 µM;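 active means inhibition of the luminescence signal of 40% or more relative to plate controls, in a single-dose primary screen at 18.75 µM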
Numbers without * were called inactive; ? = inconclusive; / = not tested or not shown.

SMILES	TWEAK Fn14 block	TROY signal inh	NR2E3 ag-1	KKLEB tox	Peg3 prom inh	NR2E3 ag-2	TRPM1 prom inh	TRAIL sens C8	Shn3 3UTR inh	CF NFkB inh	HIF-2a block
CCC(C(=O)Nc1ccc(C(=O)N2CCCC2)cc1)c1ccccc1 (stereo unspecified)	-3	-1	-3	-4	14	1	11	-2	8	-14	16
COc1ccc(-c2c(C)nn3c(N)c(-c4ccccc4)cnc23)cc1OC	9	5	-7	-18	-24	2	-7	-9	12	23	-84
Clc1cccc2sc(N3CCOCC3)nc12	9	-29	-37	10	-20	1	-28	5	-6	-3	-119
COc1ccc(OCCC(=O)OCC(=O)NCc2ccccc2)cc1	1	-2	-21	1	-1	5	-6	-1	3	5	16
CC1CCN(C(=O)C(C)NCc2ccc(F)cc2)CC1 (stereo unspecified)	-2	-27	-9	14	-4	2	10	-6	9	-16	4
Cc1ccc(C(OC(=O)c2ccco2)C(=O)NC2CCCCC2)cc1 (stereo unspecified)	0	8	-11	-3	12	2	-3	-6	2	11	11
NC(=O)c1cc2cc(Cl)ccc2oc1=Nc1cccc(C(F)(F)F)c1	-14	-19	-5	-18	19	3	-2	0	15	-7	-1
O=C(O)COc1ccccc1/C=N/NC(=O)CN1CCN(S(=O)(=O)c2ccc(Br)cc2)CC1	17	-4	11	10	8	2	-5	0	8	0	18
Cc1c(C)c2ccc(OCC(=O)N3CCN(c4cccc(Cl)c4)CC3)cc2oc1=O	-18	13	-18	-26	11	3	3	4	2	64*	-3
O=C(Nc1cccc(-c2nc3ccccc3o2)c1)c1ccc(N2C(=O)C3C4C=CC(C4)C3C2=O)cc1 (stereo unspecified)	16	11	-7	16	39	-2	11	35	26	-25	5

Just Peg3 prom inh and KKLEB tox, for some of the entries so far:
molecule,Peg3 prom inh,KKLEB tox
COc1ccc(OCCC(=O)OCC(=O)NCc2ccccc2)cc1,-1,1
CC1CCN(C(=O)C(C)NCc2ccc(F)cc2)CC1 (stereo unspecified),-4,14
Cc1ccc(C(OC(=O)c2ccco2)C(=O)NC2CCCCC2)cc1 (stereo unspecified),12,-3

Further records:
SMILES	TWEAK Fn14 block	TROY signal inh	NR2E3 ag-1	KKLEB tox	Peg3 prom inh	NR2E3 ag-2	TRPM1 prom inh	TRAIL sens C8	Shn3 3UTR inh	CF NFkB inh	HIF-2a block
Cc1ccc(NC(=O)c2c(-c3ccccc3Cl)noc2C)nc1	17	-7	-22	-6	22	1	10	21	11	10	11
CCNC(=O)C1(C)CCCN1C(=O)c1cnc2ccccc2n1 (stereo unspecified)	3	3	-20	18	-2	/	/	-3	12	2	-6
CC(=O)Nc1ccn(-c2ccccc2)n1	-9	-24	-35	-12	-29	1	-18	-2	-10	5	-111
Cc1cc(C)n(CCc2nc(-c3ccc(-c4ccccc4)cc3)cs2)n1	12	-21	-85	-11	-289	3	-44	23	-35	-4	-271
COC(=O)C1=C(C)NC(=S)NC1c1ccc(OCC(=O)N2CCCCC2)c(OC)c1 (stereo unspecified)	-6	17	-7	11	10	-2	7	-9	-4	-1	9
O=C(O)c1cccc(Nc2ccc([N+](=O)[O-])c3nonc23)c1	16	-19	-25	-20	-4	-8	3	1	-19	4	17
CN(C)S(=O)(=O)c1ccc(C(=O)NCc2ccc3[nH]c4c(c3c2)CCCC4)cc1	7	12	-7	9	-15	2	16	14	-11	7	0
COc1ccc(NC(=O)Nc2nnc(-c3ccncc3)s2)cc1	43	5	-31	-21	-106	3	-32	-12	-19	58*	-174
CCOc1ccc(NC(=S)N(Cc2ccc(N(C)C)cc2)Cc2ccco2)cc1	-21	-6	20	1	-7	-2	2	-4	-4	-4	-99
O=C(NNC1CC(=O)N(c2ccc(Br)cc2)C1=O)c1cccs1 (stereo unspecified)	16	-19	7	-4	2	2	6	2	2	-15	5
Fc1ccc(NCc2cccnc2)cc1	-4	-24	-14	-1	-4	3	-1	-6	?	0	10
Clc1ccc2nc(-c3ccccc3)c(Cc3ccsc3)n2c1	-8	-17	-17	-5	-153	/	/	-1	-51	-10	-212
CSc1ccc(Cn2c(C)c(C(=O)NCc3cccc(C(F)(F)F)c3)sc2=O)cc1	22	20	4	4	10	/	/	19	13	-10	7
C/C(=N\NC(=O)C1CC1)c1ccc(Cl)cc1	-6	9	1	1	-45	4	-12	-5	-14	3	-3
O=C1CC(=C(c2ccccc2)c2ccccc2)C(=O)N1CCCCN1CCN(c2cccc(Cl)c2)CC1	30	7	15	4	50*	6	10	7	5	7	28
COc1ccccc1N1CCN(C(=O)c2ccoc2C)CC1	-9	-2	-17	-5	8	5	6	-4	-1	-1	17
O=C(COC(=O)C12CC3CC(CC(O)(C3)C1)C2)Nc1ccc(Br)cc1F	33	58*	-8	1	-234	3	-128	5	-61	21	-212
O=c1cc(N2CCN(c3ccccc3)CC2)[nH]c(=O)n1-c1ccccc1Cl	-11	-9	-21	7	-8	4	-1	-8	-3	-6	15
Cc1cc2nc(-c3ccc[nH]c3=O)n(Cc3cccc(F)c3)c2cc1C	-3	10	-24	-9	-7	-2	4	4	-16	4	-64
CCN(CC)CCn1c(=S)[nH]c2ccccc2c1=O	-9	-12	-13	3	-1	-1	0	-16	-15	3	3
CCN(CC)S(=O)(=O)c1ccc(NCCCn2ccnc2)c([N+](=O)[O-])c1	6	-19	3	6	21	-2	10	13	28	6	6
C1=C(c2cccc3ccccc23)N2CCN=C2S1	8	18	-13	-4	1	3	18	-1	-7	2	20
Cc1ccn2c(CNCc3cnn(C)c3)c(C(=O)N3CCCCCC3)nc2c1	-1	-10	-4	14	-41	-7	0	-3	6	-2	-1
Cc1cccc(C(=O)NC(=S)N2CCN(C(=S)NC(=O)c3cccc(C)c3)CC2)c1	-12	-56	-9	11	5	-2	3	2	-4	-16	4
COc1ccc2c(c1)c1nc3n(c(=O)c1n2CC(=O)Nc1ccccc1)CCCS3	-37	-4	-17	-20	10	-1	7	7	15	3	4
COc1ccccc1NC(=S)NCC1CCCCC1	6	7	3	4	10	0	-7	13	18	-6	17
O=C(N/N=C/c1c(O)ccc2ccccc12)c1cccnc1	-5	1	-10	0	52*	3	49	13	85	4	-10
O=C(NC1CCCCCC1)c1cc(-c2ccccn2)nc2ccccc12	14	20	17	-9	17	2	9	-11	1	-13	13
S=c1sscc1-c1ccccc1	13	26	-20	-9	5	/	6	-15	8	14	-5
C/C(=N\Nc1ccc([N+](=O)[O-])cc1)c1ccc(C#N)cc1	-61	-12	12	12	0	1	-17	7	0	-16	-11
C[C@H]1CN([C@@H](C)CO)C(=O)CCCn2nncc2CO[C@H]1CN(C)S(=O)(=O)c1ccc(F)cc1	-29	3	-30	20	-13	/	/	-13	-12	-12	2
COc1ccc(NC(=O)CC(Cc2ccc(Cl)cc2)C(=O)O)cc1 (stereo unspecified)	0	-9	-21	4	-11	1	-10	-8	1	6	8
O=C(NNC1CC(=O)N(c2ccc(Br)cc2)C1=O)c1ccco1 (stereo unspecified)	3	-13	-27	7	-6	2	1	-9	-1	-6	9
O=C(Nc1cccc(S(=O)(=O)N2CCCC2)c1)c1ccccc1OC(F)F	9	2	26	4	12	-2	2	23	22	15	12
ClCc1nnc(-c2ccccc2)o1	-8	-25	-18	17	-16	5	-7	1	-11	-12	-13
CCOC(=O)c1cc(C(C)C)sc1NC(=O)COC(=O)CCS(=O)(=O)c1ccccc1	-6	1	-11	2	10	2	5	-2	13	0	17
Cc1ccc(C)c(S(=O)(=O)NC(C)CCc2ccccc2)c1 (stereo unspecified)	17	-5	8	-4	12	2	1	-8	13	12	14
COc1ccc(-c2cnc3ccccc3n2)cc1NC(=O)CNC(=O)c1ccccc1	-42	-56	-97	-16	-118	-4	-49	6	-69	-27	-96
CCN(CC)c1ccc(CN(C(=O)c2cc(OC)c(OC)c(OC)c2)C2CCS(=O)(=O)C2)cc1 (stereo unspecified)	-26	-7	-8	7	0	3	-4	-7	-7	5	5
COc1ccccc1N1CCN(C(=O)CSc2nnc3n2C(C)(C)Cc2ccccc2-3)CC1	41	25	4	10	-1	-1	36	25	80	2	4

By substructure: the compounds so far with an aryl thioether with sulfur outside any ring (two)
SMILES	TWEAK Fn14 block	TROY signal inh	NR2E3 ag-1	KKLEB tox	Peg3 prom inh	NR2E3 ag-2	TRPM1 prom inh	TRAIL sens C8	Shn3 3UTR inh	CF NFkB inh	HIF-2a block
CSc1ccc(Cn2c(C)c(C(=O)NCc3cccc(C(F)(F)F)c3)sc2=O)cc1	22	20	4	4	10	/	/	19	13	-10	7
COc1ccccc1N1CCN(C(=O)CSc2nnc3n2C(C)(C)Cc2ccccc2-3)CC1	41	25	4	10	-1	-1	36	25	80	2	4

Next part
SMILES	TWEAK Fn14 block	TROY signal inh	NR2E3 ag-1	KKLEB tox	Peg3 prom inh	NR2E3 ag-2	TRPM1 prom inh	TRAIL sens C8	Shn3 3UTR inh	CF NFkB inh	HIF-2a block
CCOc1ccc(NC(=S)NCCCN2CCN(c3ccc(OC)cc3)CC2)cc1	-6	7	-5	6	13	0	4	-12	32	-13	11
CCOc1ccc(OCC)c(NS(=O)(=O)c2ccc3c(c2)n(C)c(=O)c(=O)n3C)c1	-3	-9	-22	6	9	-1	2	5	-16	-17	3
CCOc1c2c(nc3ccc(Cl)cc13)CCC2	3	9	-19	-8	4	1	-10	0	8	19	7
CCCN(CCC)CC(=O)Nc1cccc2c1OCO2	7	-5	-5	-6	4	1	-12	9	-7	11	4
COc1ccc(C2CC(c3cccs3)=NN2S(C)(=O)=O)cc1OC (stereo unspecified)	-25	-12	-6	4	6	1	1	-12	17	-17	-5
Cc1ccc2c(c1)N(CC(=O)NC1CCCc3ccccc31)C(=O)CO2 (stereo unspecified)	-1	-2	-13	-2	-1	0	19	10	12	4	12
Cc1c(C(=O)OCC(=O)Nc2ccc3c(c2)OCO3)cccc1[N+](=O)[O-]	-18	-29	-13	-26	-21	-1	-3	-1	-7	13	-10
CCN(CC)C(=O)CN(c1ccc2c(c1)OCO2)S(C)(=O)=O	4	15	-10	1	-1	5	-6	-1	-5	-17	1
Cc1ccc(S(=O)(=O)N2CCC(C(=O)O)CC2)cc1	7	-38	-6	9	7	-1	-2	3	2	-3	17
COC(=O)C1=C(C(C)=O)C(c2ccc(C(=O)OC)cc2)n2nnnc2N1 (stereo unspecified)	-12	18	-30	2	14	0	5	2	-4	-3	16
COc1ccc2c3n([n+]([O-])c2c1)CCN=C3c1ccc(C)cc1	13	-8	-19	-14	-79	-4	34	0	-48	4	-130
C=CCNC(=O)c1ccc(-c2cccc([N+](=O)[O-])c2)o1	-19	-43	-32	6	-134	1	-48	8	-54	-12	-160

Screening results (PubChem)

Some of the compounds tested; rates above refer to the full screens.
